TDP-43 yeast inh – rescues yeast growth from TDP-43 toxicity; 410,000 tested, 1.8% active; AID 652104; TDP-43 expressing yeast growth rescue, BacTiter-Glo, 24 h; Potency, µM (top dose mostly 46.1 µM), for inactives: at the highest dose growth rescue (activation), most hits filed as activators; further: potency means the concentration at half of the fitted maximal effect; % of control where 0% means no effect; nearly all actives have a fitted effect of over 50% in size
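Luminescence from BacTiter-Glo reports growth of TDP-43-expressing yeast after 24 hr at 30 deg C with compound. Cells were raffinose-pregrown to mid-log, then seeded in galactose medium at OD600=0.02.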
EPAC2 antag – antagonists of human EPAC2; Potency, µM (series often up to 114 µM), for inactives: top-dose activity, negative = inhibition, actives largely listed as inhibitors; AID 720708; EPAC2 GEF exchange of Rap1B-BODIPY-GDP, fluorescence; Q8WZA2; 360,000 tested, 0.18% active; further: potency means the concentration at half of the fitted maximal effect; on the % scale 0 is the no-effect control and ±100 the full control effect; nearly all actives have a fitted effect of over 45% in size; many of its hits are not listed in these tables
aSyn rescue – rescues yeast growth from alpha-synuclein toxicity | Yeast expressing alpha-synuclein, growth rescue, BacTiter-Glo, 24 h | Potency, µM (top dose mostly 46.1 µM), for inactives: top-dose growth rescue (activation), hits mostly activators | 370,000 tested, 0.14% active; further: potency means the concentration at half of the fitted maximal effect; % of control where 0% means no effect; nearly all actives have a fitted effect of over 65% in size
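Galactose-induced alpha-syn yeast (OD600=0.02, raffinose-pregrown) + pinned cpd, 24 hr, 30 deg C; growth by BacTiter-Glo luminescence. Growth restoration scores as activation.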
Abeta yeast res – compounds reversing amyloid beta toxicity in yeast. yeast expressing A-beta42, growth rescue, OD600, 48 h; response scale: 0% DMSO, 100% iron-clioquinol control. Potency, µM (highest dose often 46.1 µM), without a hit: at the top dose growth rescue, actives largely listed as activators. 410,000 tested, 0.063% active; further: potency means the concentration at half of the fitted maximal effect; nearly all actives have a fitted effect of over 55% in size
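Yeast A-beta toxicity model in growth medium with pinned compounds, 48 h at 30 C; growth read as absorbance at 600 nm. Normalized to FeCl3/clioquinol equimolar mix (positive) and DMSO (negative).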
DRD3 antagonist – antagonists of human D3 dopamine receptor. AID 652054. P35462. D3R cells, DiscoveRx beta-arrestin luminescence, antagonist mode; hits give low values. max response, negative = inhibition, %. 360,000 tested, 2.5% active; in the data active means max response below about -50%; inconclusive means no clear call, values can overlap the other calls; further: on the % scale 0 is the no-effect control and ±100 the full control effect; mostly tested at two doses, the higher about 12 µM
Target sequence (P35462 whole entry, looked up): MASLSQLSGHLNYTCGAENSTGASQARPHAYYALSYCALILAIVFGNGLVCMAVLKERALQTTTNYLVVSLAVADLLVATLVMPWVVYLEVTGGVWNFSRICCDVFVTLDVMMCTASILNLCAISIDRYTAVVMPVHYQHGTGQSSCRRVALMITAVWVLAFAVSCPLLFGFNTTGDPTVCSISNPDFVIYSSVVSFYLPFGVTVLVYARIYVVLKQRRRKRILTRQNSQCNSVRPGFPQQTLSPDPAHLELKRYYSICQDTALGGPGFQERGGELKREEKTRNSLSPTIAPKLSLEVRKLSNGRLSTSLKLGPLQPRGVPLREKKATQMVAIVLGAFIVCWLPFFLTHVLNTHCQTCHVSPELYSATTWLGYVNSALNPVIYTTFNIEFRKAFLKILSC
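Cells expressing the human receptor were seeded at 1500 cells/well, incubated overnight at 37 degrees C in 5% CO2, then exposed to library compounds with dopamine controls for 90 minutes at 37 degrees C before luminescent detection.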
FUS yeast rescue – rescues growth of FUS-expressing yeast. 390,000 tested, 0.24% active. Potency, µM (titrated, usually from 76.6 µM), without a hit: at the top dose growth rescue (activation), usual class: activators. S. cerevisiae FUS-expressing, growth rescue, OD600, 24 h. AID 1347120;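 further: potency means the concentration at half of the fitted maximal effect; plate controls were DMSO vehicle for no effect and reference control for full effect; nearly all actives have a fitted effect of over 55% in size; some results filed as inactive show a strong effect at the top dose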
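Toxicity suppression screen in FUS-yeast. Cells induced with 2% galactose, starting OD 0.005, treated 24hr at 30C with compounds at multiple final concentrations; growth by OD600.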
EPAC2 ag – EPAC2 (human) agonism | 360,000 tested, 0.079% active | Q8WZA2 | Potency, µM (highest dose often 154 µM), for inactives: at the top dose activation, actives largely listed as activators | EPAC2 activation, biochemical qHTS; response scale: 100% = 6.5 mM cAMP response; further: potency means the concentration at half of the fitted maximal effect; nearly all actives have a fitted effect of over 50% in size
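EPAC2 (100 nM) mixed with Rap1B loaded with BODIPY-GDP (250 nM) plus 50 uM unlabeled GDP; compounds pinned in, 5 min RT, then read every 5 min for 30 min (ex 480, em 540 nm). Normalized to cAMP control.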
D3 ag – activates the human D3 dopamine receptor. max activation, %. D3R DiscoveRx beta-arrestin cells, luminescence, 90 min. AID 652048. P35462. 410,000 tested, 0.58% active; in the data active means max activation above about 30%; further: 0% is about no effect; mostly tested at two doses, the higher about 12 µM
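Agonist-mode cell screen: cells plated at 1500/well and incubated overnight at 37 °C, then exposed to library compounds for 90 min at 37 °C. Detection reagent was added for 30–60 min at room temperature, and luminescence was read.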
Numbers without * were called inactive; ? = inconclusive; / = no result given; [ ] = another dose, or the depositor's remark. Unless noted, the call rests on the fitted dose curve; in most records, active means well fitted curve in the direction sought with a large enough effect; inconclusive means small, poorly fitted or top-dose-only effect, or another doubt; inactive means no such curve, though single readings can be large; an effect the other way counts as inactive or inconclusive. An excerpt; rates above refer to the full screens.

no.	SMILES	TDP-43 yeast inh	EPAC2 antag	aSyn rescue	Abeta yeast res	DRD3 antagonist	FUS yeast rescue	EPAC2 ag	D3 ag
1	CC1=C(C(=O)OCc2ccc(C)cc2)C(c2cccc(F)c2F)CC(=O)N1 (stereo not given)	19%	/	/	-23%	/	-7%	/	11
2	COCCNC(=O)C1(C)CCCN(C(=O)c2c(-c3ccccc3)noc2C)C1 (stereo not given)	0%	17%	-5%	0%	0	-19%	1%	-6
3	CC(=O)N1CCc2cc(S(=O)(=O)NC(CC(C)C)C(=O)NCc3ccccc3Cl)ccc21 (stereo not given)	?	/	/	17%	/	20%	/	7
4	COCc1nnc(NC(=O)C2CC(=O)N(C3CCCCC3)C2)s1 (stereo not given)	17%	5%	2%	?	2	8%	4%	4
5	CCCOc1ccc(CNC(=O)C2CCCN(c3nc4c(C)cc(C)cc4s3)C2)cc1 (stereo not given)	15%	/	/	-1%	/	-39%	/	3
6	Cc1ccc(N2C(N)=C(C#N)C(c3cccs3)C3=C2CC(C)(C)CC3=O)cc1 (stereo not given)	3%	-6%	7%	-2%	-16	38%	10%	-20
7	O=C(NCc1ccccc1Cl)c1cnc2n(c1=O)CCS2	?	5%	-2%	0%	13	-2%	4%	-2
8	Cc1cc(C)cc(NC(c2nnc(-c3cccc(F)c3)o2)c2ccc(F)cc2Cl)c1 (stereo not given)	12%	/	/	26%	/	-18%	/	0
9	Cc1cc(=O)[nH]c2c(C)cc(S(=O)(=O)NCc3ccccc3)cc12	7%	7%	4%	?	7	-5%	3%	0
10	CC(C)(C)n1nnnc1C(c1ccccc1)N1CCN(C(=O)C2CCCO2)CC1 (stereo not given)	28%	4%	-6%	-1%	13	-5%	3%	5
11	Fc1ccccc1OCCn1c(=S)[nH]c2ccccc21	?	0%	27%	?	11	3%	18%	21
12	Cc1cc([N+](=O)[O-])nn1CC(=O)NCCCn1ccnc1	-17%[0.397 µM]	4%	-1%	1%	2	-22%	-1%	0
13	CCc1ccccc1NC(=O)CN1CCN(C(=O)C(C)NC(=O)c2ccc(Cl)cc2)CC1 (stereo not given)	10%	-1%	0%	0%	19	8%	2%	0
14	Cc1cccc(C)c1NS(=O)(=O)c1ccc(NS(=O)(=O)c2ccc3c(c2)OCCO3)cc1	-9%	/	/	-1%	/	?	/	-17
15	O=C(O)CC(Cc1ccccc1)C(=O)Nc1ccc([N+](=O)[O-])cc1 (stereo not given)	-12%	2%	-3%	0%	?	14%	11%	-10
16	O=C(CN1C(=O)NC2(CCCC2)C1=O)NC(c1ccccc1)c1ccccc1	-23%	-14%	-9%	1%	-1	5%	2%	-9
17	Cc1cc(Cl)ccc1OCC(=O)N(Cc1ccco1)Cc1ccco1	10%	/	/	2%	/	33%	/	13
18	COc1cccc2[nH]c3c(N4CCC5(CC4)OCCO5)ncnc3c12	6%	9%	-7%	-6%	-4	4%	6%	-9
19	CCCCNC(=O)c1nc(-c2cc3ccccc3[nH]2)oc1-c1ccccc1	19%	-8%	0%	-13%	1	16%	0%	0
20	Cc1ccc(NC(=O)c2cc3c(s2)CCCC3)cc1	?	2%	-10%	-16%	-11	-2%	5%	-34
21	CCOC(=O)N1CCN(S(=O)(=O)N2CCCC(C(=O)NCCCN3CCC(C)CC3)C2)CC1 (stereo not given)	10%	2%	-6%	4%	1	9%	5%	-11
22	O=C1CCC(c2ccccc2)N1C(=O)c1cccnc1 (stereo not given)	-19%	9%	-3%	-13%	32	12%	7%	-2
23	CCN1/C(=C(\O)c2ccccc2)C(=O)c2ccccc2S1(=O)=O	?	8%	4µM*	-82%[inhibitor]	-56*	25%	0%	-5
24	O=C(CSCc1ccc(F)cc1)Nc1ccccc1C(=O)N1CCOCC1	0%	-5%	2%	17%	-5	/	0%	-3

11 entries out of the list, ordered by SMILES length, descending.
no.	SMILES	TDP-43 yeast inh	EPAC2 antag	aSyn rescue	Abeta yeast res	DRD3 antagonist	FUS yeast rescue	EPAC2 ag	D3 ag
3	CC(=O)N1CCc2cc(S(=O)(=O)NC(CC(C)C)C(=O)NCc3ccccc3Cl)ccc21 (stereo not given)	?	/	/	17%	/	20%	/	7
13	CCc1ccccc1NC(=O)CN1CCN(C(=O)C(C)NC(=O)c2ccc(Cl)cc2)CC1 (stereo not given)	10%	-1%	0%	0%	19	8%	2%	0
8	Cc1cc(C)cc(NC(c2nnc(-c3cccc(F)c3)o2)c2ccc(F)cc2Cl)c1 (stereo not given)	12%	/	/	26%	/	-18%	/	0
5	CCCOc1ccc(CNC(=O)C2CCCN(c3nc4c(C)cc(C)cc4s3)C2)cc1 (stereo not given)	15%	/	/	-1%	/	-39%	/	3
10	CC(C)(C)n1nnnc1C(c1ccccc1)N1CCN(C(=O)C2CCCO2)CC1 (stereo not given)	28%	4%	-6%	-1%	13	-5%	3%	5
15	O=C(O)CC(Cc1ccccc1)C(=O)Nc1ccc([N+](=O)[O-])cc1 (stereo not given)	-12%	2%	-3%	0%	?	14%	11%	-10
18	COc1cccc2[nH]c3c(N4CCC5(CC4)OCCO5)ncnc3c12	6%	9%	-7%	-6%	-4	4%	6%	-9
24	O=C(CSCc1ccc(F)cc1)Nc1ccccc1C(=O)N1CCOCC1	0%	-5%	2%	17%	-5	/	0%	-3
12	Cc1cc([N+](=O)[O-])nn1CC(=O)NCCCn1ccnc1	-17%[0.397 µM]	4%	-1%	1%	2	-22%	-1%	0
7	O=C(NCc1ccccc1Cl)c1cnc2n(c1=O)CCS2	?	5%	-2%	0%	13	-2%	4%	-2
11	Fc1ccccc1OCCn1c(=S)[nH]c2ccccc21	?	0%	27%	?	11	3%	18%	21

Next part.
no.	SMILES	TDP-43 yeast inh	EPAC2 antag	aSyn rescue	Abeta yeast res	DRD3 antagonist	FUS yeast rescue	EPAC2 ag	D3 ag
25	Cc1cccc(-n2nc3c(c2NC(=O)C2CC2)CS(=O)(=O)C3)c1C	10%	0%	-6%	10%	11	-23%	8%	-1
26	CCN1CCN(c2cc(C)c3cc(NC(=O)c4cccc(OC)c4)ccc3n2)CC1	19%	5%	1%	7%	-3	1%	2%	-12
27	Cc1nc2ccc(N)cc2s1	24%	-3%	2%	6%	9	-7%	7%	2
28	CCN1CCN(C(=O)CCS(=O)(=O)c2cc3c(cc2Cl)NC(=O)CO3)CC1	-1%	4%	-7%	-9%	-24	-23%	12%	3
29	O=C(CSCCO)Nc1cccc2ccccc12	5%	4%[57.1 µM]	-1%	6%	20	15%	9%	0
30	CCOC(=O)COc1ccc(C(c2c(C)[nH][nH]c2=O)c2c(C)[nH][nH]c2=O)cc1	-13%	12%	10%	4%	-7	0%	2%	-4
31	CCOc1cc(/C=C(\C#N)C(=O)Nc2ccc(C)cc2)ccc1OCc1cc(=O)n2nc(CC)sc2n1	-3%	/	/	-12%	/	-6%	/	48*
32	CCN1CCc2[nH]c3ccccc3c2C1	0%	1%	0%	-23%	?	-14%	-3%	-20
33	COc1ccc(/C(N)=N/OC(=O)Oc2ccccc2)cc1OC	-17%	-20%	-3%	0%	-10	/	5%	6
34	O=C1NCCN1C(=O)N(c1ccccc1)c1ccccc1	-22%	8%	-3%	-5%	-16	5%	2%	0
35	COc1ccc(/C=N/NC(=O)C2(C)NC(C)(C)Cc3ccccc32)cc1 (stereo not given)	14%	1%	-2%	-12%	-4	5%	3%	0
36	COc1cccc(-c2ocnc2C(=O)Nc2ccc3c(c2)CCC3)c1	-9%	-20%	5%	2%	-13	-1%	13%	-2
37	O=C(COc1ccc(S(=O)(=O)N2CCOCC2)cc1Cl)N1CCCC1	-5%	4%	7%	-13%	0	-6%	2%	1
38	O=C1N2CCCc3cccc(c32)C12Nc1ccccc1S2 (stereo not given)	20µM*	5%	?	-16%	-24	/	1%	5
39	CCOC(=O)c1[nH]c(C)c(C(=O)OCCN2C(=O)c3ccccc3C2=O)c1C	?	-1%	0%	-13%	23	28%	-5%	2
40	O=C(O)c1cnn(-c2nc(-c3cccc(F)c3)cs2)c1C(F)(F)F	3%	-29%	7%	-9%	9	1%	1%	5
41	O=C(/C=C/[C@H]1O[C@@H](n2ccc(=O)[nH]c2=O)[C@H](O)[C@@H]1O)NCc1ccccc1	25%	-3%	-4%	-9%	8	-9%	8%	9
42	CCOc1ccc(CNC(=O)c2nnc(CS(=O)(=O)c3ccccc3)o2)cc1OC	15%	-1%	-1%	7%	11	10%	-1%	0
43	O=C1CC(c2nc3ccccc3[nH]2)CN1c1cccc(C(F)(F)F)c1 (stereo not given)	5%	-18%	2%	3%	0	-7%	1%	-4
44	C/C(Cl)=C\Cn1c(NCCCn2ccnc2)nc2c1c(=O)n(C)c(=O)n2C	7%	7%[57.1 µM]	4%	13%	41	-3%	?	-4
45	CCN(CC(=O)Nc1ccccc1OC)C(=O)CN1C(=O)NC(C)(c2ccccc2)C1=O (stereo not given)	17%	7%	3%	11%	36	/	1%	2
46	O=C(NC(=S)NCc1ccccc1)c1cccs1	13µM*	-28%	-13%	?	?	11%	18%	-11
47	CN(CCc1ccccc1)C(=O)c1ccc(NC(=O)Cc2cccc(NC(=O)C3CCN(S(=O)(=O)c4cccc([N+](=O)[O-])c4)CC3)c2)cc1	11%	9%	?	6%	-22	44%	3%	-1
48	COc1ccc(-c2ccc(NS(=O)(=O)c3ccc(C(C)=O)cc3)cc2)nn1	7%	/	/	-12%	/	33%	/	1
49	COc1ccc(Cn2c(C(=O)O)c(CNCc3ccc(OC)cc3OC)c3ccc(C)cc32)cc1	12%	/	/	-12%	/	17%	/	-8
50	Cc1cccc(NC(=O)CCNC(=O)c2ccccc2)c1	-4%	2%	0%	4%	-3	3%	-8%	-18
51	COc1cccc(N(C(=O)c2cnccn2)C(C(=O)NC2CCCCC2)c2ccc(Cl)cc2)c1 (stereo not given)	-9%	-18%	-2%	-1%	16	?	-3%	-7
52	CCN(CCn1cccn1)Cc1cn[nH]c1-c1cccc2ccccc12	1%	1%	-15%	-1%	-6	2%	7%	-6
53	COc1ccc(-n2c(=O)c3ccccc3n(CC(=O)NCc3ccco3)c2=O)cc1	-23%	-28%	0%	-11%	6	20%	5%	-6
54	Cc1nonc1C1CCCN1C(=O)c1cc(COc2ccc(F)cc2F)on1 (stereo not given)	?	-1%	5%	21%	17	3%	7%	6

Compound activity (PubChem BioAssay)
